ATG4B inh: blocks human ATG4B protease cleavage of LC3 substrate; hit rate 0.51% among 340,000; inhibition, % at 8.33 µM; Q9Y4P1; ATG4B cleavage of LC3-PLA2, NBD-HPC fluorescence, 1 h; AID 504462; in the data active = inhibition above about 40%
Target sequence (Q9Y4P1 whole entry, looked up): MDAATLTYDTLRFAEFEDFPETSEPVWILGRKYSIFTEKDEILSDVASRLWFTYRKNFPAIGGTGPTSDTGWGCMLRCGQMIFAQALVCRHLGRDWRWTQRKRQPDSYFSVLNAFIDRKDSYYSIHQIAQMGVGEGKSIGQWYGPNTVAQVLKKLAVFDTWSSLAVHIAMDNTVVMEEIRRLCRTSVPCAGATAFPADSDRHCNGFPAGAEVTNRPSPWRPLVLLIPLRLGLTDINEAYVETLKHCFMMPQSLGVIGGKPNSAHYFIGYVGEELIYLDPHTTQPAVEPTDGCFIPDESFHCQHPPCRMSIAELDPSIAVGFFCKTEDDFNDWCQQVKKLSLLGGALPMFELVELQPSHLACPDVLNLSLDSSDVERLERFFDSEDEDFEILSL
NALP3 yeast inh: inhibitors of NALP3 inflammasome in yeast; inhibition, % at 10 µM; Yeast reconstituted NLRP3/ASC/caspase-1, beta-gal luminescence, 24 h; hit rate 0.39% among 330,000;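 active = inhibition of 50% or more; inactive = inhibition below 50%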;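 also: plate controls were induced DMSO wells for no effect and uninduced yeast grown without galactose for full effect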
hIAP act: increases human intestinal alkaline phosphatase activity. activation factor at 10 µM. purified human IAP, CDP-Star luminescence, 30 min; hits give high values; 1 = vehicle-only enzyme, 0 = enzyme-free background. AID 2524. P09923. hit rate 0.16% among 330,000;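 active = activation factor of the enzyme at least 2-fold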; also: the source names both 10 and 20 µM as test concentration; values of inactives mirror those of a sister screen read the other way
Target sequence (P09923 whole entry, looked up): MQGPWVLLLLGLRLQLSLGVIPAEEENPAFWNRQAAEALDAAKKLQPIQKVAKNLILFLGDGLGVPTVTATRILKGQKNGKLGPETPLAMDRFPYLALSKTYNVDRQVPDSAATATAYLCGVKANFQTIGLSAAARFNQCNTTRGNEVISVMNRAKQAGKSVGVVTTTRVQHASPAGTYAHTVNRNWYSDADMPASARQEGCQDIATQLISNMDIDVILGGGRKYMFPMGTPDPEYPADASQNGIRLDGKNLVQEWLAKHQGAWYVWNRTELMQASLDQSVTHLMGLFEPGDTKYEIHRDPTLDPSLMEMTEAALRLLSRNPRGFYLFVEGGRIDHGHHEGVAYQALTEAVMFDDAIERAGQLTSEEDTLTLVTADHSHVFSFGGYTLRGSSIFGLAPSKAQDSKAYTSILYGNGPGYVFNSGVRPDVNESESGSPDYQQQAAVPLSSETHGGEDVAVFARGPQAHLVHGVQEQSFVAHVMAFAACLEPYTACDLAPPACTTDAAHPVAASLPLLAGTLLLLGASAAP
Apaf-1 inh: inhibitors of human Apaf-1 apoptosome. O14727. reconstituted apoptosome caspase-3 activity, DEVD-Rh110 fluorescence. inhibition, % at 20 µM. hit rate 0.71% among 330,000; active = inhibition of at least 40% at 20 µM;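 also: plate controls were DMSO wells for no effect and DEVD-CHO caspase inhibitor wells for full effect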
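Material: biochemical Apaf-1 apoptosome reconstitution. Medium: Hepes buffer, pH 7.5. Also added: cytochrome c activation, bis-DEVD rhodamine 110 substrate. Timing: 30 min compound preincubation, 50 min activation, room temperature. Measured by: rhodamine 110 fluorescence at Ex 480/Em 540 nm.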
tim10-1 inh: inhibits growth of tim10-1 mutant yeast; S. cerevisiae tim10-1 ts strain growth, BacTiter-Glo, 24 h; hit rate 2.2% among 330,000; inhibition, % at 20 µM;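 active = inhibition of at least 40%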;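 also: mutant grown at 25 °C; 0% = DMSO wells with yeast and 100% = wells holding no yeast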
mIAP activ: mouse IAP activation | muIAP, CDP-Star luminescence, 30 min; hits give high values; 1 = vehicle-only enzyme signal, 0 = enzyme-free wells | activation factor at 10 µM | hit rate 0.24% among 330,000 | AID 2805;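 active = activation factor of at least 2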; also: the source names both 10 and 20 µM as test concentration; values of inactives mirror those of a sister screen read the other way
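Assay system: mouse IAP enzyme; reagent: chemiluminescent substrate CDP-Star; dosing: test compounds delivered from DMSO solution; schedule: 30 min at room temperature; measured by: luminescence from enzymatic CDP-Star hydrolysis; controls: DMSO-only wells and no-enzyme negative control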
TIM10 inh: inhibits growth of TIM10 yeast strain; S. cerevisiae TIM10 strain growth, BacTiter-Glo luminescence, 24 h; inhibition, % at 10 µM; hit rate 1.4% among 330,000; AID 463195;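 active = inhibition of 40% or more at the single tested concentration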;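 also: wild-type TIM10 isogenic control strain grown at permissive 25 °C; 0% = DMSO yeast wells and 100% = minimal medium wells without yeast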
hIAP block: blocks human intestinal alkaline phosphatase; P09923; purified IAP, CDP-Star luminescence, 30 min; inhibition, % at 10 µM; hit rate 0.12% among 330,000; AID 2544;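 active = inhibition reaching a set limit with compound at 10 µM in the primary screen, cut at about 35% in these data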;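 also: plate controls were DMSO wells with enzyme for no effect and no-enzyme buffer wells for full effect; values of inactives mirror those of a sister screen read the other way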
mIAP inh: blocks mouse intestinal alkaline phosphatase; purified mouse IAP, CDP-Star luminescence, 30 min; inhibition, % at 10 µM; hit rate 0.2% among 330,000;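 active = inhibition of at least 40% at 10 µM in the primary screen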;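 also: plate controls were DMSO with enzyme for no effect and no enzyme wells for full effect; values of inactives mirror those of a sister screen read the other way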
The depositor's hits bear a star.

SMILES | ATG4B inh | NALP3 yeast inh | hIAP act | Apaf-1 inh | tim10-1 inh | mIAP activ | TIM10 inh | hIAP block | mIAP inh
COc1ccc(N2C(=O)CC(Sc3nc(C)c4c(n3)CCCC4)C2=O)cc1 (stereo not given) | -18 | -2 | 0.97 | 7 | 0 | 1.1 | 5 | 3 | -5
Cc1ccccc1C(=O)Nc1ccnc(-c2ccncc2)n1 | 0 | 22 | 0.95 | -5 | -2 | 0.85 | -2 | 5 | 15
OCC1(Cc2ccccc2)CCN(CCCC2CCCC2)CC1 | -8 | 28 | 1.1 | -4 | -36 | 0.89 | 8 | -8 | 11
Cc1ccc2nc(NCc3ccccc3)c(C=NCc3ccccc3)c(=O)n2c1 | 11 | 35 | 1 | 2 | 30 | 0.9 | 0 | -4 | 10
COc1ccc(C(=O)NCc2csc(C)n2)cc1OC1CCN(C(C)=O)CC1 | 5 | 4 | 1 | -5 | -13 | 0.91 | 5 | -2 | 9
CCOc1ccc(-c2nnn(CC(=O)N3CCN(c4ccc(OC)cc4)CC3)n2)cc1OCC | -6 | 11 | 1.2 | -18 | 12 | 1.1 | 12 | -16 | -7
O=C(COC(=O)c1ccc([N+](=O)[O-])s1)NNC(=O)c1ccccc1 | 2 | 17 | 1 | 41* | 7 | 0.94 | 16 | -3 | 6
CCOc1ccc(S(=O)(=O)N2CCN(Cc3ccc4c(c3)OCO4)CC2)cc1Cl | 5 | 5 | 1.1 | 14 | 18 | 1 | -3 | -8 | -3
O=C(Oc1ccccc1Cl)c1ccc(-n2cncn2)nc1 | 4 | 5 | 1 | 4 | 27 | 1 | -9 | -2 | -5
O=C(Cn1nc(-c2cccc(Cl)c2)ccc1=O)Nc1ccc(C(=O)NC2CC2)cc1 | -5 | -12 | 0.94 | 0 | 6 | 0.95 | 21 | 6 | 5
COc1cccc2cc(C(=O)NCc3ccccc3)c(=N)oc12 | -3 | 11 | 1.1 | 32 | 34 | 0.96 | 24 | -8 | 4
COc1cccc(CCNC(=O)CC2C(=O)NCCN2CC(C)(C)C)c1 (stereo not given) | 0 | 4 | 1 | 11 | 4 | 1.1 | -1 | -4 | -6
COc1cccc(OC)c1-c1nn2c(-c3ccccc3Cl)nnc2s1 | 6 | 20 | 1 | -4 | 37 | 0.94 | 30 | -3 | 6
Cc1noc(C)c1-c1nc(CSc2ccccc2)no1 | 13 | 48 | 0.99 | 2 | -15 | 1 | -30 | 1 | -4
Cc1cc(C(=O)NCCCOC(C)C)c2ccccc2n1 | -4 | -1 | 1 | -11 | 8 | 0.92 | 2 | 0 | 8

Entries of single compounds, quoted from the list:
Entry for O=C(Cn1nc(-c2cccc(Cl)c2)ccc1=O)Nc1ccc(C(=O)NC2CC2)cc1 : ATG4B inh: -5; NALP3 yeast inh: -12; hIAP act: 0.94; Apaf-1 inh: 0; tim10-1 inh: 6; mIAP activ: 0.95; TIM10 inh: 21; hIAP block: 6; mIAP inh: 5
Entry for CCOc1ccc(S(=O)(=O)N2CCN(Cc3ccc4c(c3)OCO4)CC2)cc1Cl : ATG4B inh: 5; NALP3 yeast inh: 5; hIAP act: 1.1; Apaf-1 inh: 14; tim10-1 inh: 18; mIAP activ: 1; TIM10 inh: -3; hIAP block: -8; mIAP inh: -3

More structures:
SMILES | ATG4B inh | NALP3 yeast inh | hIAP act | Apaf-1 inh | tim10-1 inh | mIAP activ | TIM10 inh | hIAP block | mIAP inh
Cc1ccc(N(CC(=O)NC(C)(C)C)C(=O)CNC(=O)c2cccs2)cc1 | -2 | 12 | 0.97 | 9 | -12 | 1.1 | -3 | 3 | -7
OCCNC(=S)NCc1ccccc1 | -4 | 11 | 0.91 | -11 | 9 | 0.95 | 7 | 10 | 5
CCn1cnc2c1c(=O)n(CC(=O)NCC(F)(F)F)c(=O)n2Cc1ccccc1 | -13 | 8 | 1.1 | -6 | 4 | 1 | -25 | -5 | -2
COc1cccc(OCC(=O)Nc2ccccc2C(N)=O)c1 | -9 | 17 | 1 | -3 | 15 | 0.97 | 15 | -1 | 3
Cc1ccccc1Nc1nc(N)nc(COC(=O)c2cccc(S(=O)(=O)NCc3ccccc3)c2)n1 | 21 | 18 | 0.91 | 7 | 4 | 1.1 | -14 | 9 | -8
CCCc1cc(=O)[nH]c(SCC(=O)c2c(N)n(C)c(=O)n(C)c2=O)n1 | -10 | 22 | 0.92 | -3 | -1 | 0.97 | 2 | 8 | 3
Cc1ccc(NC(=O)N2Cc3ccccc3CC2C(=O)NC(C)(C)C)cc1 (stereo not given) | -2 | 8 | 1 | 9 | 28 | 1 | 25 | -2 | 0
Nc1ccc(C(=O)OCc2ccncc2)cc1[N+](=O)[O-] | -6 | 19 | 1 | 7 | 3 | 0.91 | 7 | -1 | 9
COc1ccccc1C(NC(C)=O)c1cc(Cl)c2cccnc2c1O (stereo not given) | 6 | 15 | 1.4 | -2 | 31 | 0.99 | 17 | -36 | 1
Cc1cccc(NC(=S)NC2CCCC2)n1 | 7 | 28 | 1.1 | 7 | 13 | 0.96 | 18 | -12 | 4
C=C1CC2C(CCC3(C)C2CCC3(O)C(C)=O)C2(C)CCC(=O)C=C12 (stereo not given) | 1 | -13 | 0.91 | 11 | 24 | 0.97 | 24 | 10 | 3
COCCn1c(SCC(=O)Nc2ccc(Cl)cn2)nc2ccccc21 | 9 | 7 | 0.94 | -6 | 13 | 1 | 12 | 6 | 0
Cn1c(=O)c2c(SCC(=O)NCCc3ccccc3)nc(C3CC3)nc2n(C)c1=O | -10 | 3 | 0.93 | -13 | 5 | 0.92 | 3 | 7 | 8
CCOC(=O)C1=C(C)N=C2SCCC(=O)N2C1c1sccc1C (stereo not given) | -3 | 10 | 0.92 | 10 | 24 | 1.1 | 7 | 8 | -14
CC(=O)Nc1ccc2c(c1)C(=O)c1ccccc1C2=O | -11 | 20 | 0.96 | 2 | 16 | 0.92 | 29 | 4 | 8

Sorted by the number under ATG4B inh (lowest first): 3 of the compounds above
| SMILES | ATG4B inh |
| --- | --- |
| Cc1cccc(NC(=S)NC2CCCC2)n1 | 7 |
| COCCn1c(SCC(=O)Nc2ccc(Cl)cn2)nc2ccccc21 | 9 |
| Cc1ccccc1Nc1nc(N)nc(COC(=O)c2cccc(S(=O)(=O)NCc3ccccc3)c2)n1 | 21 |

(next part)
SMILES | ATG4B inh | NALP3 yeast inh | hIAP act | Apaf-1 inh | tim10-1 inh | mIAP activ | TIM10 inh | hIAP block | mIAP inh
CCN(CC)CC(C)CNC(=O)CC(C(=O)N1CCc2ccccc21)n1ccnc1 (stereo not given) | 1 | -4 | 0.97 | -5 | 11 | 0.99 | -18 | 3 | 1
CCc1ccc(N2CC(C(=O)N3CCCC3)CC2=O)cc1 (stereo not given) | 3 | 15 | 0.95 | 9 | -10 | 0.98 | -12 | 5 | 2
Cc1ccc(S(=O)(=O)N2CCC[C@H]2C(=O)NCc2ccccc2Cl)cc1 | 11 | 13 | 0.91 | 1 | 10 | 0.92 | 6 | 9 | 8
CCN(CC)S(=O)(=O)c1ccc(C(=O)N2CCN=C2SC)cc1 | -2 | 4 | 0.93 | -3 | -24 | 1 | 3 | 7 | -4
Cc1ccc(Cl)cc1N1CCN(C(=O)COc2ccc(S(=O)(=O)NC(C)C)cc2)CC1 | -28 | 10 | 0.92 | 21 | 26 | 1.1 | 3 | 8 | -8
CC(C)CN1C2CCCC1CC(NC(=S)NCc1ccco1)C2 (stereo not given) | 2 | 12 | 1.2 | -5 | -7 | 1.3 | -3 | -17 | -30
Cc1ccc2nc(SCC(=O)N/N=C/c3ccc(C(=O)O)cc3)cc(C)c2c1 | -2 | 17 | 0.94 | 5 | -6 | 0.93 | 3 | 6 | 7
Cc1cccc(N2CCCn3c2nc2c3c(=O)n(CCN3CCOCC3)c(=O)n2C)c1 | 2 | 18 | 0.96 | 0 | 32 | 1 | 25 | 4 | 0
CCOc1ccccc1OC(=O)c1ccco1 | 3 | -6 | 1 | -13 | 3 | 1 | 8 | 0 | -4
CC(C)(C)S(=O)(=O)/C(C#N)=N/Nc1ccc(C#N)cc1 | 2 | 23 | 0.93 | 1 | -9 | 0.97 | 5 | 7 | 3
COCC(=O)N1CCCC(C(=O)c2ccc(-c3ccccc3)cc2)C1 (stereo not given) | -9 | 27 | 1.2 | 5 | 12 | 0.95 | -4 | -17 | 5
CC(C)N1C(=O)/C(=C/c2nc3ccccc3c(=O)n2-c2ccccc2)c2ccccc21 | -6 | 24 | 0.81 | 12 | 46* | 0.89 | 47* | 19 | 11
CCOC(=O)C1CCN(C(=O)Cc2c(C(=O)O)[nH]c3ccccc23)CC1 | -4 | -2 | 0.94 | -1 | 14 | 0.98 | 4 | 6 | 2
O=C(NCCCCc1ccccc1)c1ccc(Br)o1 | 4 | 27 | 1 | 7 | 6 | 0.94 | -16 | -5 | 6
CC(C)Cc1cc(C(=O)N2N=C(C(F)F)CC2(O)C(F)F)c2ccccc2n1 (stereo not given) | -12 | 15 | 0.96 | 9 | 22 | 0.87 | 4 | 4 | 13
CCC1CCc2c([nH]c3ccccc3c2=O)O1 (stereo not given) | -5 | -4 | 0.98 | 3 | 8 | 1.1 | 2 | 2 | -13
CCNC(=S)Nc1cc(OCC)c(N2CCOCC2)cc1OCC | -2 | 12 | 1.1 | -1 | 7 | 0.99 | -1 | -12 | 1
CCOC(=O)C1=NN(c2ccccc2)C2=NC(C)=C(C(=O)OC)C(c3cccs3)N12 (stereo not given) | -9 | 2 | 1.1 | 24 | 38 | 0.94 | 24 | -9 | 6
CCCN(C(=O)c1cc(Cl)nc2ccccc12)C1CCS(=O)(=O)C1 (stereo not given) | -2 | 6 | 1 | 4 | -25 | 0.95 | -6 | -5 | 4
Cc1ccc(S(=O)(=O)N/N=C/c2cnn(C)c2C)cc1 | 6 | 6 | 1.4 | 2 | -39 | 1.1 | -3 | -36 | -5
COc1ccc(NC(=O)COc2nsnc2N2CCOCC2)cc1 | -4 | -5 | 0.88 | -8 | -3 | 0.91 | 1 | 12 | 9
O=C(Nc1ccc(Cl)cn1)c1ccc2c(c1)OCCO2 | 2 | 11 | 0.95 | -5 | 21 | 0.98 | -5 | 5 | 2
Cc1ccc(-c2cc(C(=O)NCc3cccnc3)no2)cc1 | -3 | 31 | 1.1 | -10 | 5 | 1 | -4 | -13 | -1
COc1cc(NC(=S)NCCC(c2ccccc2)c2ccccc2)c(OC)cc1Cl | 15 | 8 | 0.99 | 8 | 24 | 3.5* | 22 | 1 | -248

Only TIM10 inh, for 2 of the compounds above:
compound	TIM10 inh
CCCN(C(=O)c1cc(Cl)nc2ccccc12)C1CCS(=O)(=O)C1 (stereo not given)	-6
Cc1ccc(S(=O)(=O)N/N=C/c2cnn(C)c2C)cc1	-3

High-throughput results from PubChem BioAssay.
